From PubChem
RNase H inhibition – RNase H inhibition, HIV 1 Gag Pol polyprotein, FRET biochemical assay, screening (AID 372). actives 0.77% (n = 100,000). inhibition, % at 10 µM; hits with a dose series show IC50 in µM. HIV-1 RT RNase H, FRET RNA/DNA substrate fluorescence; higher % means a stronger effect; in the data active = inhibition above about 50%
* = called active by the depositor. This is a subset (hit frequency here may not be typical).

Cc1ccc2oc(-c3ccc(NC(=O)c4ccc5ccccc5c4)cc3)nc2c1 was read as RNase H inhibition 52%*.
CN(CCOC(=O)c1ccc(F)cc1)C(C)(C)C was read as RNase H inhibition 0%.
For CN1CCN(C(=O)c2cnn3c(C(F)(F)F)cc(-c4ccco4)nc23)CC1 the results were RNase H inhibition 4%.
For CCN(CC)c1ccc(C=Nc2ccc(Br)c(Cl)c2)c(O)c1 the results were RNase H inhibition 9%.
`Cc1[nH]n(-c2ccc([N+](=O)[O-])cc2)c(=O)c1C=NCCc1c[nH]c2ccccc12` gave RNase H inhibition 16%.
CCCOc1ccc(C(=O)Nc2ccccc2-c2ccccc2)cc1 was read as RNase H inhibition 9%.
Screening Cc1ccc(C(=O)NCCCn2ccnc2)cc1[N+](=O)[O-] returned RNase H inhibition 0%.
For O=C(COc1ccc(Br)cc1)NCc1ccccn1 the results were RNase H inhibition 0%.
`CCOC(=O)c1c(NC(=O)c2cc([N+](=O)[O-])cc([N+](=O)[O-])c2)sc(C)c1C` gave RNase H inhibition 11%.
COc1cc([N+](=O)[O-])ccc1NC(=O)COc1ccc(Br)cc1 was read as RNase H inhibition 23%.
Cc1ccc(NC(=S)NCC2CCCO2)cc1 (stereo not drawn) was read as RNase H inhibition 10%.
Screening CS(=O)(=O)N1CCN(C(=O)c2ccc(-c3ccccc3)cc2)CC1 returned RNase H inhibition 4%.
For CC(C)Cn1c(=O)c(C(=O)Nc2ccccc2S(N)(=O)=O)c(O)c2ccccc21 the results were RNase H inhibition 2%.
For CCn1c2ccccc2c2cc(C=Nc3ccccc3C(N)=O)ccc21 the results were RNase H inhibition 9%.
COc1cc(Br)cc2c1OC1(C=C2)c2ccccc2-c2ccccc2N1C (stereo not drawn) was read as RNase H inhibition 50%*.
For CCOC(=O)c1oc2c(c1C)/C(=N/O)CCC2 the results were RNase H inhibition 5%.
For CC(C)=C1C2CCC1C(C(=O)NCCc1ccccc1)C2C(=O)O (stereo not drawn) the results were RNase H inhibition 20%.
CCc1c(OC)ccc(/C=N/NC(=O)COc2ccccc2OC)c1OC was read as RNase H inhibition 18%.
Screening COc1c(O)ccc(/C=N\NC(=O)C2C(=O)NCC2c2ccccc2)c1[N+](=O)[O-] (stereo not drawn) returned RNase H inhibition 0%.
`CCCCCCN1C(=O)C(=O)/C(=C(\O)c2ccccc2)C1c1ccc(C(C)C)cc1` (stereo not drawn) gave RNase H inhibition 19%.
Cc1ccc(-c2nc3cc(NC(=O)C(Cl)(Cl)Cl)ccc3o2)cc1 was read as RNase H inhibition 20%.
Screening Cc1ccc(OCC(=O)Nc2ccc(F)cc2)c(Br)c1 returned RNase H inhibition 16%.
For COn1c(=O)c(-c2ccccc2)[n+]([O-])c2ccccc21 the results were RNase H inhibition 19%.
Screening Cn1ccnc1Sc1cc(Cl)ccc1[N+](=O)[O-] returned RNase H inhibition 17%.
COc1ccc(-c2csc(/C(C#N)=C\Nc3cc(OC)c(Cl)cc3OC)n2)cc1 was read as RNase H inhibition 52%*.
For CC(C)(C)c1ccc(C(=O)C(O)c2ccc(C(C)(C)C)cc2)cc1 (stereo not drawn) the results were RNase H inhibition 1%.
Cc1nc(N)sc1-c1csc(Nc2ccc([N+](=O)[O-])cc2)n1 was read as RNase H inhibition 24%.
Screening O=C(Nc1ccc(S(=O)(=O)Nc2nccs2)cc1)c1cccc(F)c1 returned RNase H inhibition 0%.
`COc1cccc(/C=C/C2=NN(c3ccc(F)cc3)C(c3cccc(OC)c3OC)C2)c1OC` (stereo not drawn) gave RNase H inhibition 15%.
Cn1c(=O)n(C)c2cc(C=C3C(=O)c4ccccc4C3=O)ccc21 was read as RNase H inhibition 1%.
`COc1ccc(C2Nc3ccccc3C(=O)N2Cc2ccco2)cc1COc1ccc(F)cc1` (stereo not drawn) gave RNase H inhibition 16%.
C(=N\Nc1nc(-c2cccs2)cs1)/c1ccccc1 was read as RNase H inhibition 27%.
For CC(=O)N(C)C1=C(Cl)C(=O)c2ccccc2C1=O the results were RNase H inhibition 39%.
`Cc1cc(Br)c2c(c1)C(=O)C(=O)N2` gave RNase H inhibition 16%.
COc1ccc(C(=O)/C=C(\C)c2ccc(OC)cc2)cc1 was read as RNase H inhibition 3%.
`CCNC(=S)N/N=C/c1ccc(OCc2ccccc2C#N)c(OCC)c1` gave RNase H inhibition 13%.
For Cc1cc(C)cc(OCCCN2CCCC2)c1 the results were RNase H inhibition 1%.
Screening COC(=O)c1ccccc1NC(=S)NC(=O)COc1ccc(C)cc1 returned RNase H inhibition 10%.
`C=CCOc1ccc(/C=C2\SC(=S)N(c3cccc(C(F)(F)F)c3)C2=O)cc1OC` gave RNase H inhibition 18%.
Screening Cc1ccc(NC(=O)CC2Sc3ccccc3NC2=O)cc1C (stereo not drawn) returned RNase H inhibition 0%.
Screening O=C(N/N=C/c1cccc(Cl)c1)C(=O)N1CCCCC1 returned RNase H inhibition 9%.
Screening Cn1cccc1-c1cc(C(=O)N/N=C/c2cccc(O)c2)[nH]n1 returned RNase H inhibition 8%.
For O=C(Cc1ccc([N+](=O)[O-])cc1)Nc1c(Cl)cccc1Cl the results were RNase H inhibition 6%.
CN1c2ccccc2-c2ccccc2C12C=Cc1c(ccc3ccccc13)O2 (stereo not drawn) was read as RNase H inhibition 0%.
Screening Cc1ccc(CSc2nnc(N)s2)c(C)c1 returned RNase H inhibition 0%.
For CC(N=Cc1ccccc1O)C12CC3CC(CC(O)(C3)C1)C2 (stereo not drawn) the results were RNase H inhibition 2%.
For Cc1nc2ccc(Br)cn2c1C(=O)NN=C1CCCCCC1 the results were RNase H inhibition 0%.
Screening CCOC(=O)C1=C(C)N=c2s/c(=C/c3ccc(C)cc3)c(=O)n2C1c1ccccc1OC (stereo not drawn) returned RNase H inhibition 4%.
For CCCCOC(=O)c1cccc(NC(=O)c2ccc(OC)cc2)c1 the results were RNase H inhibition 12%.
Cc1ccc(C(=O)Nc2sc(C)c(C)c2C(=O)OC(C)C)o1 was read as RNase H inhibition 8%.
For COc1cc(C=O)ccc1OCCCOc1ccc(Cl)cc1 the results were RNase H inhibition 24%.
`O=C(NC(=S)Nc1ccc(Cl)cc1)c1cccc(Br)c1` gave RNase H inhibition 0%.
CCc1cc(=O)oc2cc(OCC(=O)OC(C)C)ccc12 was read as RNase H inhibition 2%.
COc1cc(C2C(C(=O)OC3CCCCC3)=C(C)NC3=C2C(=O)CC(c2ccccc2)C3)ccc1O (stereo not drawn) was read as RNase H inhibition 9%.
`O=C(Nc1ccc(-c2nc3ccccc3o2)cc1)c1cccc2ccccc12` gave RNase H inhibition 23%.
For O=C(Nc1ccc(Cl)cc1Cl)c1ccc(NC(=O)c2ccco2)cc1 the results were RNase H inhibition 14%.
Screening CCCCS(=O)(=O)NC1=NCN(c2ccc([N+](=O)[O-])cc2)CN1 returned RNase H inhibition 0%.
Cc1cc(Br)c(OCC(=O)N=Nc2c(O)[nH]c3c(Br)cc(Br)cc23)c(Br)c1 was read as RNase H inhibition 37%.
`CC(=O)Oc1ccc(-c2cccc(C(=O)N3CCCCC3)c2)cc1` gave RNase H inhibition 0%.
Screening CCC(CC)C(=O)Nc1ccc(C)c([N+](=O)[O-])c1 returned RNase H inhibition 0%.
For CCN(CC)c1ccc(NC(=O)C(c2ccccc2)c2ccccc2)cc1 the results were RNase H inhibition 33%.
Screening c1ccc(-c2nc(N3CCOCC3)nc3ccccc23)cc1 returned RNase H inhibition 21%.
For N#C/C(=C\c1ccc(-c2cccc(C(=O)O)c2)o1)C(=O)Nc1ccc2ccccc2c1 the results were RNase H inhibition 2%.
Oc1ccc(C=NN2CCN(Cc3ccccc3)CC2)cc1 was read as RNase H inhibition 0%.
`CC(C)Cn1cc(Cl)c(=O)n(CC(C)C)c1=O` gave RNase H inhibition 3%.
CC(=NNC(=O)C(C)n1nnc2ccccc21)c1ccc(Br)cc1 (stereo not drawn) was read as RNase H inhibition 23%.
Screening CCOc1ccccc1NC(=O)c1ccccc1[N+](=O)[O-] returned RNase H inhibition 0%.
Screening O=C(Nc1cccc(C(F)(F)F)c1)c1nn2c(c1Br)NC(c1cccs1)CC2C(F)(F)F (stereo not drawn) returned RNase H inhibition 16%.
For CCN(CC)c1ccc(C=Nc2ccc3nc(-c4ccc(Cl)cc4Cl)[nH]c3c2)cc1 the results were RNase H inhibition 6%.
For Cc1cccc(C)c1OCCOc1ccc(Cl)cc1/C=C1\SC(=S)N(C)C1=O the results were RNase H inhibition 21%.
For COc1ccc2ccccc2c1C=Nc1ccccc1 the results were RNase H inhibition 24%.
`CC(C)(C)c1cnnn1-c1ccc(C=O)cc1` gave RNase H inhibition 7%.
Screening O=C(/C=C/c1ccc(-c2ccc(Cl)cc2Cl)o1)Nc1ccc(N2CCOCC2)cc1 returned RNase H inhibition 3%.
Screening NC(=O)CCSc1ccc(Cl)cc1 returned RNase H inhibition 15%.
`CCOc1ccc(/C=c2\sc3n(c2=O)CN(c2cccc(C(F)(F)F)c2)CN=3)cc1` gave RNase H inhibition 18%.
`Cc1c(Cl)cccc1N(CC(=O)Nc1ccc(I)cc1)S(C)(=O)=O` gave RNase H inhibition 45%.
CC(=O)Nc1cccc(-c2nc3ccccc3[nH]2)c1 was read as RNase H inhibition 2%.
`Cc1ccc(N2C(=O)/C(=C/c3ccc(OCC(=O)O)c(Br)c3)C(=O)NC2=S)cc1` gave RNase H inhibition 0%.
Oc1c(Br)cc(/C=N/n2cnnc2)c(O)c1Br was read as RNase H inhibition 6%.
O=C1Nc2ccc(S(=O)(=O)Nc3ccc(O)c(-c4c(O)ccc5ccccc45)c3)c3cccc1c23 was read as RNase H inhibition 11%.
For COc1ccc(C(=O)Nc2ccc(/C=C/C(=O)c3ccccc3)cc2)cc1 the results were RNase H inhibition 8%.
`CCOc1ccc(C2=C/C(=C/c3ccc(OC)cc3)C(=O)O2)cc1` gave RNase H inhibition 16%.
Screening O=C(Nc1cc(C(F)(F)F)ccc1Cl)c1sc2cccc(Cl)c2c1Cl returned RNase H inhibition 10%.
For O=C(CSc1nnc(-c2ccco2)n1-c1ccccc1)c1ccc2c(c1)Cc1ccccc1-2 the results were RNase H inhibition 8%.
CN(C)CCCN(CCCN(C)C)Cc1cccc2ccccc12 was read as RNase H inhibition 17%.
CC1=C(C(=O)OC2CCCCC2)C(c2cccc(F)c2)C2=C(CCCC2=O)N1 (stereo not drawn) was read as RNase H inhibition 6%.
C\C(=N/N=C/C=C/c1ccco1)C1C(=O)c2ccccc2C1=O was read as RNase H inhibition 15%.
For CCCOc1ccc(C(=O)Nc2ncc(Cc3cccc(C(F)(F)F)c3)s2)cc1 the results were RNase H inhibition 11%.
For CC(=O)N1CCN(C(CNS(=O)(=O)c2ccc(Cl)cc2)c2ccccc2)CC1 (stereo not drawn) the results were RNase H inhibition 2%.
For Nc1nonc1C(=O)NCCNC(=O)c1ccccc1Cl the results were RNase H inhibition 0%.
For Oc1ccc2ccccc2c1/C=N/N1CCN(c2ccccn2)CC1 the results were RNase H inhibition 12%.
COc1ccc(Oc2nc(-c3cccc(C)c3)nc3ccccc23)cc1 was read as RNase H inhibition 0%.
Screening CCn1c2ccccc2c2nnc(N/N=C/c3ccccc3O)nc21 returned RNase H inhibition 28%.
`Clc1ccccc1OCCCCCCN1CCCC1` gave RNase H inhibition 0%.
`COc1cc(C=O)ccc1OCCOc1cc(C)ccc1C` gave RNase H inhibition 35%.
For C=CCCCC(=O)Nc1ccc(Cl)cc1Cl the results were RNase H inhibition 0%.
Cc1ccc2c(Cl)c(C(=O)Nc3nc(-c4ccc(F)cc4)cs3)sc2c1 was read as RNase H inhibition 5%.
For CCOC(=O)c1ccc(NC(=S)NCCc2ccc(OC)cc2)cc1 the results were RNase H inhibition 25%.
Screening CC(NC(=O)c1cccc2ccccc12)C(=O)O (stereo not drawn) returned RNase H inhibition 5%.
`O=C(/C=C/c1ccc(Cl)cc1Cl)NC(=S)Nc1ccccc1` gave RNase H inhibition 13%.
`O=C1/C(=C\c2ccc(O)c(O)c2)SC(=S)N1c1cccc(Cl)c1` gave RNase H inhibition 4.5µM*.
Screening COc1ccc(C(=O)Nc2ccc(O)c(-c3nc4cc(C)c(C)cc4o3)c2)cc1[N+](=O)[O-] returned RNase H inhibition 36%.
Cn1cccc1-c1cc(C(=O)N/N=C/c2cccs2)[nH]n1 was read as RNase H inhibition 18%.
For COc1ccccc1N1CCN(C(=O)COc2ccc(C)cc2Br)CC1 the results were RNase H inhibition 17%.

Of the compounds above, these contain fluorine:
CN(CCOC(=O)c1ccc(F)cc1)C(C)(C)C was read as RNase H inhibition 0%.
For CN1CCN(C(=O)c2cnn3c(C(F)(F)F)cc(-c4ccco4)nc23)CC1 the results were RNase H inhibition 4%.
Screening Cc1ccc(OCC(=O)Nc2ccc(F)cc2)c(Br)c1 returned RNase H inhibition 16%.
Screening O=C(Nc1ccc(S(=O)(=O)Nc2nccs2)cc1)c1cccc(F)c1 returned RNase H inhibition 0%.
`COc1cccc(/C=C/C2=NN(c3ccc(F)cc3)C(c3cccc(OC)c3OC)C2)c1OC` (stereo not drawn) gave RNase H inhibition 15%.
`COc1ccc(C2Nc3ccccc3C(=O)N2Cc2ccco2)cc1COc1ccc(F)cc1` (stereo not drawn) gave RNase H inhibition 16%.
`C=CCOc1ccc(/C=C2\SC(=S)N(c3cccc(C(F)(F)F)c3)C2=O)cc1OC` gave RNase H inhibition 18%.
Screening O=C(Nc1cccc(C(F)(F)F)c1)c1nn2c(c1Br)NC(c1cccs1)CC2C(F)(F)F (stereo not drawn) returned RNase H inhibition 16%.
`CCOc1ccc(/C=c2\sc3n(c2=O)CN(c2cccc(C(F)(F)F)c2)CN=3)cc1` gave RNase H inhibition 18%.
Screening O=C(Nc1cc(C(F)(F)F)ccc1Cl)c1sc2cccc(Cl)c2c1Cl returned RNase H inhibition 10%.
CC1=C(C(=O)OC2CCCCC2)C(c2cccc(F)c2)C2=C(CCCC2=O)N1 (stereo not drawn) was read as RNase H inhibition 6%.
For CCCOc1ccc(C(=O)Nc2ncc(Cc3cccc(C(F)(F)F)c3)s2)cc1 the results were RNase H inhibition 11%.
Cc1ccc2c(Cl)c(C(=O)Nc3nc(-c4ccc(F)cc4)cs3)sc2c1 was read as RNase H inhibition 5%.
